From PubChem
SENP1 FRET inh: human SENP1 catalytic domain inhibitors, primary screen, biochemical, FRET, uHTS; recombinant SENP1 catalytic domain, CyPet-SUMO1-YPet FRET cleavage; AID 624204, 2012; Sentrin-specific protease 1 (Homo sapiens), Q9P0U3; 360,000 tested, 0.21% active; inhibition, % at 10 µM;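 active means inhibition at least 30% at 10 µM, raw YFP signal under a set limit, fluorescence ratio 0.5 to 1.5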;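 further: 0% = enzyme with DMSO and 100% = no enzyme wells; some results filed as inactive read as strong as hits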
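Test system: human SENP1 catalytic domain; medium: Tris pH 8 buffer plus EDTA, NaCl, BME, BSA, NP40, catalase; incubation: 50 min reaction at room temperature; technique: FRET, CFP and YFP emission; controls: no-enzyme low control and enzyme-plus-DMSO high control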
HKDC1 inh: HKDC1 hexokinase inhibitors, primary screen, biochemical, fluorescence, uHTS | inhibition, % at 20 µM | Q2TB90 | 340,000 tested, 0.16% active | recombinant HKDC1, G6PDH/diaphorase resazurin coupled fluorescence;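 active means inhibition above about 35% when tested at 20 µM, limit read from the data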;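 further: plate controls were DMSO wells with enzyme for no effect and DMSO wells lacking enzyme for full effect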
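test system = in-house recombinant HK5 (HKDC1) enzyme | amount = HKDC1 at 5 µg/mL | control set = DMSO-enzyme wells negative, buffer-substituted wells positive | compound = one dose of 20 µM, 1% DMSO | schedule = reaction time 90 min, room temperature, protected from light | technique = resorufin fluorescence at 613 nm | reagent = glucose with 1 mM ATP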
Apaf-1 inh: inhibitors of human Apaf-1 apoptosome, primary screen, biochemical, DEVD-Rh110 fluorescence, uHTS. reconstituted apoptosome caspase-3 activity. inhibition, % at 20 µM. 330,000 tested, 0.71% active; active means inhibition of at least 40% at 20 µM;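 further: plate controls were DMSO wells for no effect and DEVD-CHO caspase inhibitor wells for full effect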
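Material: cell-free apoptosome with Apaf-1, procaspase-3 and caspase-9; Buffer or medium: Hepes pH 7.5 with detergent and BSA; Reagent: cytochrome c trigger plus (Z-DEVD)2-Rh110 caspase-3 substrate; Times: compound with Apaf-1, dATP, procaspase-3 30 min, then 50 min reaction, room temperature; Technique: Rh110 fluorescence intensity.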
PfGluPho inh: PfG6PD enzyme inhibitors, primary screen, biochemical, fluorescence intensity, uHTS. inhibition, % at 20 µM. glucose-6-phosphate dehydrogenase-6-phosphogluconolactonase (Plasmodium falciparum 3D7). 350,000 tested, 0.78% active. PfGluPho enzyme, NADPH resazurin-diaphorase fluorescence;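 active means inhibition reaching at least a set limit at 20 µM in the primary screen, cut at about 59% in these data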;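 further: 0% = DMSO wells with substrate and 100% = DMSO wells lacking glucose-6-phosphate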
SENP7 inh: SENP7 protease inhibitors, primary screen, biochemical, luminescence, uHTS | Sentrin-specific protease 7 (Homo sapiens), Q9BQF6 | recombinant SENP7, Z-RLRGG-aminoluciferin luminescence, 40 min | inhibition, % at 5 µM | 330,000 tested, 1.5% active | AID 434973, 2010;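 active means inhibition above about 50% at the single test dose, limit read from the data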;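 further: plate controls were DMSO with enzyme for no effect and no enzyme buffer wells for full effect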
Target sequence (Q9BQF6 706-1050 limits assumed): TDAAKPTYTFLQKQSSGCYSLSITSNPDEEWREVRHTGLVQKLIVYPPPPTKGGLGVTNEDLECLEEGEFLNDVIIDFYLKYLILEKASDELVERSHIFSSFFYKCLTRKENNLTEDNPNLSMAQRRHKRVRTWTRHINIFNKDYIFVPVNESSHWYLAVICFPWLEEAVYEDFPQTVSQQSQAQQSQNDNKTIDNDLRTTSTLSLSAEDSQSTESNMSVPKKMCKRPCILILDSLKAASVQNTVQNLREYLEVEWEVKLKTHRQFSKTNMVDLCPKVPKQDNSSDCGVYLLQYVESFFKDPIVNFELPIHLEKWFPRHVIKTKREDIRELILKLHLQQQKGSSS
SENP6 inh: SENP6 protease inhibitors, primary screen, biochemical, luminescence, uHTS | Sentrin-specific protease 6 (Homo sapiens), Q9GZR1 | Recombinant SENP6 catalytic domain, aminoluciferin luminescence | inhibition, % at 10 µM | 330,000 tested, 1.8% active | AID 2599, 2010;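 active means inhibition above about 50% at the single tested dose, limit read from the data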;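 further: plate controls were DMSO wells with enzyme for no effect and DMSO wells lacking enzyme for full effect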
Target sequence (Q9GZR1 628-1112 limits assumed): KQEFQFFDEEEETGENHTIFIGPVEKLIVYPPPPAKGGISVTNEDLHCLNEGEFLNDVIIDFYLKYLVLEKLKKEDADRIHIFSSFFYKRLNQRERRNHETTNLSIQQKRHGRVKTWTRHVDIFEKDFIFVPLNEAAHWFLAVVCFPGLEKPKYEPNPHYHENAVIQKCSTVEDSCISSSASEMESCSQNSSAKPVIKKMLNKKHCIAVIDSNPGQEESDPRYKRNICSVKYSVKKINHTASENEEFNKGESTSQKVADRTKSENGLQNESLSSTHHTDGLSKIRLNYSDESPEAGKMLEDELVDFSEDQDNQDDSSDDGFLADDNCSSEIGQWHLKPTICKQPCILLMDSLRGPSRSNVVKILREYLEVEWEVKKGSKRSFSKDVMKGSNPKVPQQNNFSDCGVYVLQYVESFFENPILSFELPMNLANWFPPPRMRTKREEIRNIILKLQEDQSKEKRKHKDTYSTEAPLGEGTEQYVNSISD
SENP8 block-1: SENP8 protease inhibitors, primary screen, biochemical, luminescence; Sentrin-specific protease 8 (Homo sapiens), Q96LD8; purified SENP8, Z-RLRGG-aminoluciferin cleavage; inhibition, % at 10 µM; 330,000 tested, 1.2% active; AID 2540, 2010; in the data active means inhibition above about 50%
SENP8 block-2: human SENP8 protease inhibitors, primary screen, biochemical, fluorescence, Nedd8 protein substrate, uHTS; 360,000 tested, 0.64% active; AID 602440, 2012; recombinant SENP8; Sentrin-specific protease 8 (Homo sapiens), Q96LD8; inhibition, % at 20 µM; in the data active means inhibition mostly above about 40%, no sharp cut-off; inactive means mostly below about 27%
An asterisk follows results filed as active; . = no result given. Rows were taken by chance; about 3.6% have a hit in one of these screens.

Screens in order – SENP1 FRET inh	HKDC1 inh	Apaf-1 inh	PfGluPho inh	SENP7 inh	SENP6 inh	SENP8 block-1	SENP8 block-2
1) CCN(C[C@H]1N[C@@](Cc2ccccc2)(C(=O)OC)[C@H]2C(=O)N(Cc3ccccc3)C(=O)[C@@H]12)C(C)=O
→ -0.1	-14.9	-0.4	-13.8	0.0	12.2	1.5	6.4
2) CN1CCN(CCN2CCn3c2nc2ccccc23)CC1
→ 2.0	-1.3	-9.5	3.1	8.8	10.8	2.4	6.0
3) Clc1cccc(NCc2nnc3n2CCCCC3)c1
→ 1.2	-8.3	-8.9	-4.7	-2.9	-5.6	-9.3	33.8
4) CC(=O)NCCn1c(SCC(=O)NCc2ccco2)nc2ccccc2c1=O
→ 1.7	-6.8	-4.8	-2.2	-0.2	-11.0	-1.6	13.7
5) COc1ccc(/C=C/C(=O)NC(=S)NNC(=O)c2cc(OC)c(OC)c(OC)c2)cc1
→ 0.2	-26.7	-0.4	-35.5	-1.1	-5.4	0.2	-18.8
6) Cc1oc(-c2ccc(Cl)cc2)nc1CN1CCC(C(=O)NCCCN2CCCC(C)C2)CC1 (stereo not drawn)
→ -7.5	-1.8	4.9	4.6	-5.5	2.6	0.0	10.5
7) CCOC(=O)C1(Cc2cccc(Cl)c2)CCCN(C(=O)c2cccnc2)C1 (stereo not drawn)
→ -1.4	0.7	13.1	-4.5	9.1	-2.0	-6.6	7.4
8) Cc1ccc(/C(N)=N/OC(=O)C(C)c2ccc([N+](=O)[O-])cc2)cc1 (stereo not drawn)
→ 3.1	7.0	16.5	10.9	5.7	11.7	4.7	15.9
9) CC(=O)N1CCc2cc(Br)cc(S(=O)(=O)NCc3ccccn3)c21
→ -0.5	-2.5	-9.3	12.5	2.6	2.1	-0.3	17.7
10) CCc1ccccc1NC(=O)N1CCCc2ccccc21
→ 1.4	-1.2	-9.1	-3.3	14.3	-8.7	-4.5	-10.8
11) CCN1C(=O)[C@@H]2[C@@H](c3ccc(-c4cc(C(C)=O)cs4)cc3)N3CCC[C@@]3(C(=O)OC)[C@@H]2C1=O
→ 2.0	-0.6	.	-0.6	.	.	.	-118.7
12) Cn1c(=O)c2c([nH]c(=O)n2C)n(Cc2ccccc2)c1=O
→ 1.0	-1.8	-15.2	9.5	1.7	2.7	5.6	8.1
13) COc1ccc(NC(=O)C2CC(=O)N/C(=N/N=C/c3ccccc3)S2)cc1 (stereo not drawn)
→ 1.6	-2.7	-23.1	-15.2	-1.8	-15.2	0.5	22.4
14) COC(=O)c1ccc(CSc2ncnc3sc(C)c(C)c23)o1
→ 1.5	-6.6	-6.5	-0.3	7.0	-34.0	-2.7	9.2
15) CCOC(=O)Cn1c(N2CCCCCC2)nc2c1c(=O)[nH]c(=O)n2C
→ 0.2	-11.3	7.0	-13.2	0.4	-14.2	-2.7	17.3
16) CN(C)NC1CCS(=O)(=O)C1 (stereo not drawn)
→ 0.1	-8.5	-8.9	18.6	5.0	17.7	1.1	24.7
17) S=C(NCc1ccc(Cl)cc1)Nc1ccncc1
→ 2.4	-3.6	11.8	0.6	1.8	-10.9	-4.1	-3.7
18) O=C(CN1CCN(Cc2ccc(F)cc2Cl)C1=O)NCCc1ccccc1
→ 1.8	1.0	15.0	-3.1	4.5	-6.5	-3.3	11.6
19) CC1CN(S(=O)(=O)c2cccc(C(=O)NCCCn3ccnc3)c2)CC(C)O1 (stereo not drawn)
→ 1.0	-6.4	2.1	-5.9	-1.6	5.4	-2.3	22.0
20) Cc1cc(C)n2nc(CC(=O)NNC(=O)COc3cccc(C)c3C)nc2n1
→ 2.4	-8.0	-10.8	-2.6	-13.8	-2.5	-4.3	13.6

Exported as tab-separated lines: part of the list above.
no.	molecule	SENP1 FRET inh	HKDC1 inh	Apaf-1 inh	PfGluPho inh	SENP7 inh	SENP6 inh	SENP8 block-1	SENP8 block-2
7	CCOC(=O)C1(Cc2cccc(Cl)c2)CCCN(C(=O)c2cccnc2)C1 (stereo not drawn)	-1.4	0.7	13.1	-4.5	9.1	-2.0	-6.6	7.4
8	Cc1ccc(/C(N)=N/OC(=O)C(C)c2ccc([N+](=O)[O-])cc2)cc1 (stereo not drawn)	3.1	7.0	16.5	10.9	5.7	11.7	4.7	15.9
9	CC(=O)N1CCc2cc(Br)cc(S(=O)(=O)NCc3ccccn3)c21	-0.5	-2.5	-9.3	12.5	2.6	2.1	-0.3	17.7
10	CCc1ccccc1NC(=O)N1CCCc2ccccc21	1.4	-1.2	-9.1	-3.3	14.3	-8.7	-4.5	-10.8
11	CCN1C(=O)[C@@H]2[C@@H](c3ccc(-c4cc(C(C)=O)cs4)cc3)N3CCC[C@@]3(C(=O)OC)[C@@H]2C1=O	2.0	-0.6	.	-0.6	.	.	.	-118.7
12	Cn1c(=O)c2c([nH]c(=O)n2C)n(Cc2ccccc2)c1=O	1.0	-1.8	-15.2	9.5	1.7	2.7	5.6	8.1
13	COc1ccc(NC(=O)C2CC(=O)N/C(=N/N=C/c3ccccc3)S2)cc1 (stereo not drawn)	1.6	-2.7	-23.1	-15.2	-1.8	-15.2	0.5	22.4
14	COC(=O)c1ccc(CSc2ncnc3sc(C)c(C)c23)o1	1.5	-6.6	-6.5	-0.3	7.0	-34.0	-2.7	9.2
15	CCOC(=O)Cn1c(N2CCCCCC2)nc2c1c(=O)[nH]c(=O)n2C	0.2	-11.3	7.0	-13.2	0.4	-14.2	-2.7	17.3
16	CN(C)NC1CCS(=O)(=O)C1 (stereo not drawn)	0.1	-8.5	-8.9	18.6	5.0	17.7	1.1	24.7
17	S=C(NCc1ccc(Cl)cc1)Nc1ccncc1	2.4	-3.6	11.8	0.6	1.8	-10.9	-4.1	-3.7
18	O=C(CN1CCN(Cc2ccc(F)cc2Cl)C1=O)NCCc1ccccc1	1.8	1.0	15.0	-3.1	4.5	-6.5	-3.3	11.6
19	CC1CN(S(=O)(=O)c2cccc(C(=O)NCCCn3ccnc3)c2)CC(C)O1 (stereo not drawn)	1.0	-6.4	2.1	-5.9	-1.6	5.4	-2.3	22.0
20	Cc1cc(C)n2nc(CC(=O)NNC(=O)COc3cccc(C)c3C)nc2n1	2.4	-8.0	-10.8	-2.6	-13.8	-2.5	-4.3	13.6

(cont.)
Screens in order – SENP1 FRET inh	HKDC1 inh	Apaf-1 inh	PfGluPho inh	SENP7 inh	SENP6 inh	SENP8 block-1	SENP8 block-2
21) Cc1ccc(-c2ccc(=O)n(CCC(=O)NCc3ccccn3)n2)cc1
→ -1.9	-8.7	-5.1	-6.4	2.4	-5.4	3.4	-30.2
22) CC(C)(C)c1ccc(-c2nnc(SCC(=O)NC3CC3)o2)cc1
→ -0.1	-3.7	16.3	-15.0	-8.5	3.1	-11.9	6.1
23) Cc1ccc2nc(NC(=O)CSc3nc(=O)n(CCN(C)C)c4c3CCCC4)sc2c1
→ -3.4	3.5	31.0	16.6	12.1	-3.4	-15.1	15.3
24) C[C@]12CCC3C(CC[C@H]4CC(O)CC[C@]34C)C1CC/C2=N/NC(=O)c1ccncc1 (stereo partly drawn)
→ -0.8	-1.1	-0.1	13.0	-5.2	-11.8	1.0	9.4
25) N#Cc1ccc(C(=O)CSc2nnc(-c3ccc(C(F)(F)F)cn3)s2)cc1
→ 0.0	-4.3	-1.4	-1.8	-1.5	14.7	-6.4	-8.7
26) Cc1nn(-c2ccccc2)c(Cl)c1/C=N/Nc1nnc(C)c(=O)[nH]1
→ 0.2	-4.7	3.5	-0.4	0.0	21.5	5.5	3.6
27) Cn1cc([N+](=O)[O-])c(C(=O)N/N=C/c2ccccc2)n1
→ 2.5	-9.5	-11.3	0.1	-2.4	4.0	-0.3	9.9
28) COC(=O)c1ccc(OCCOc2ccccc2C)cc1
→ -1.2	-2.3	15.1	2.2	-1.9	14.6	0.9	-3.4
29) O=C(Nc1nnc(-c2ccc3c(c2)CCCC3)o1)c1ccc(Cl)cc1Cl
→ 1.5	2.9	4.7	-20.1	9.2	5.2	6.9	6.6
30) COC1=CC(=O)[C@@]2([C@@H]1O)[C@@H](Cl)C[C@]13C(OC)=C(OC)C(=O)C[C@]21CCN3C
→ 1.7	-7.2	0.0	-6.0	-6.8	-10.9	-6.6	20.6
31) COc1ccccc1NS(=O)(=O)c1cc(NC(=O)c2sccc2C)ccc1N1CCCC1
→ -1.8	-0.2	-3.7	48.9	-4.7	12.1	14.0	7.8

From entry 21 to 22, copied from above:
Screens in order – SENP1 FRET inh	HKDC1 inh	Apaf-1 inh	PfGluPho inh	SENP7 inh	SENP6 inh	SENP8 block-1	SENP8 block-2
21) Cc1ccc(-c2ccc(=O)n(CCC(=O)NCc3ccccn3)n2)cc1
→ -1.9	-8.7	-5.1	-6.4	2.4	-5.4	3.4	-30.2
22) CC(C)(C)c1ccc(-c2nnc(SCC(=O)NC3CC3)o2)cc1
→ -0.1	-3.7	16.3	-15.0	-8.5	3.1	-11.9	6.1
